Assay outcomes from PubChem.
CBFb-RUNX1 inh: inhibitors of human CBF-beta and RUNX1 interaction | Q01196+Q13951 | AlphaScreen CBFb-His/RUNX1-biotin binding, biochemical | Potency, µM (doses to about 59.8 µM), for the others: top-dose activity, negative = inhibition, actives largely listed as inhibitors | 230,000 tested, under 10 active | AID 1477; active = well fitted curve in the direction sought with a large enough effect; inconclusive = small, poorly fitted or top-dose-only effect, or effect the other way, or another doubt; inactive = no such curve, though single readings can be large or run the other way; also: % of control where 0% means no effect
Target sequence (Q01196 whole entry, looked up): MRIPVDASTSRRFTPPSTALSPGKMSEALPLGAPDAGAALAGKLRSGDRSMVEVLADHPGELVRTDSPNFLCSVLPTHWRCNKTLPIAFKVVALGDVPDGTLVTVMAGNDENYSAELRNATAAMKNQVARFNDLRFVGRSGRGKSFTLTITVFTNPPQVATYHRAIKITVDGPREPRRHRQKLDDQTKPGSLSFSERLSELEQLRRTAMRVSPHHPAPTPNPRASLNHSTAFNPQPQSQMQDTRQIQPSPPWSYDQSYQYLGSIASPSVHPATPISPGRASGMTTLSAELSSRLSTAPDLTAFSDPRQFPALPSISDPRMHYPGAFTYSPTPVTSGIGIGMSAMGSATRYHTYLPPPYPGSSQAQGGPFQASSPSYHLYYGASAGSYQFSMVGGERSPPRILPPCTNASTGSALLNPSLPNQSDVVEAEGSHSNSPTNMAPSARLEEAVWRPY
Target sequence (Q13951 whole entry, looked up): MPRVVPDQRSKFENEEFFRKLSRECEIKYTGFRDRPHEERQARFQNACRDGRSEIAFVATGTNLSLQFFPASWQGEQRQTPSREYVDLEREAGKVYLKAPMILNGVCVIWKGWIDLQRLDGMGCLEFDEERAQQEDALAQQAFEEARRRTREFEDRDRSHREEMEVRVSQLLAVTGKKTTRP
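CBF-beta (His) and RUNX1 (biotin), 30 nM each; 20 min preassociation; + compound, 15 min; + beads 50 ng each (Ni, streptavidin), 90 min; RT; AlphaScreen read.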
* hit, by the source's call; ? = inconclusive. An excerpt, so the mix of outcomes need not match the whole.

> CC(C)=CCC[C@](C)(O)C1CC[C@]2(C)[C@@H]1CC[C@@H]1[C@@]3(C)CCC(=O)C(C)(C)[C@@H]3CC[C@]12C (some centres undefined)
  CBFb-RUNX1 inh: -0.8%

> CC[C@H](C)[C@H](NC(=O)[C@H](CC(C)C)NC(=O)[C@H](CO)NC(=O)[C@H](CCC(=O)O)NC(=O)[C@H](CC(C)C)NC(=O)[C@H](Cc1ccc(O)cc1)NC(=O)[C@H](CCCCN)NC(=O)[C@H](CCCCN)NC(=O)[C@H](C)NC(=O)[C@H](CO)NC(=O)[C@H](CC(C)C)NC(=O)[C@H](CCC(N)=O)NC(=O)CNC(=O)[C@H](CC(C)C)NC(=O)[C@H](CC(C)C)NC(=O)[C@H](CCCNC(=N)N)NC(=O)[C@H](CO)NC(=O)[C@H](Cc1ccccc1)NC(=O)[C@H](CC(=O)O)NC(=O)[C@H](CO)NC(=O)[C@@H](NC(=O)[C@H](Cc1ccccc1)NC(=O)[C@@H](NC(=O)CNC(=O)[C@H](CC(=O)O)NC(=O)[C@H](C)NC(=O)[C@@H](N)Cc1cnc[nH]1)C(C)C)[C@@H](C)O)C(N)=O
  CBFb-RUNX1 inh: 16.4%

> CCC1Cc2cc(O)ccc2C2=C1c1ccc(O)cc1CC2CC (centres undefined)
  CBFb-RUNX1 inh: -7.9%

> C=C(C)C(=O)OCCOCC
  CBFb-RUNX1 inh: 18.5%

> C[C@H]1C=CC(=O)C[C@H]1c1c(F)cccc1Cl
  CBFb-RUNX1 inh: 2.9%

> Cc1cc(O)c(C)c2sc(N)nc12
  CBFb-RUNX1 inh: 7.1%

> C[C@@H]1C(=O)O[C@H]2[C@H](O)[C@@]34[C@H]5CC(C(C)(C)C)[C@]36[C@H](OC(=O)[C@H]6O)O[C@]4(C(=O)O5)[C@@]12O (some centres undefined)
  CBFb-RUNX1 inh: 10.4%

> CCCCCCCC/C=C/CCCCCCCC(=O)NCCOP(=O)(O)O
  CBFb-RUNX1 inh: -18.7%

> COc1cc(O)c2c(c1)O[C@H](c1ccccc1)CC2=O
  CBFb-RUNX1 inh: 24.7%

> CCCCCCCC/C=C\CCCCCCCC(=O)N[C@H](CO)Cc1ccc(O)cc1
  CBFb-RUNX1 inh: -1.6%

> COC(=O)C1=C[C@@H](C(=O)OC)C2C3=C(C(=O)[C@@]2(C)NC(=O)c2ccccc2)[C@H](C)n2c(=O)n(C)c(=O)n2[C@@H]3C1 (some centres undefined)
  CBFb-RUNX1 inh: -3.9%

> Cc1ccc(-c2ccc(C3C4C=CCC(C)C4C(=O)N3Cc3ccccc3)c(F)c2)cc1 (centres undefined)
  CBFb-RUNX1 inh: 15.3%

> C=C1CCN(C(Cc2ccccc2)C(=O)NC2CCN(Cc3ccccc3)CC2)S(=O)(=O)c2ccccc21 (centres undefined)
  CBFb-RUNX1 inh: 1.4%

> CCCC[C@H]1C2=C3[C@@H](CC(C(=O)OC)=C[C@@H](C(=O)OC)[C@H]3C(C)(C)C2=O)n2c(=O)n(C)c(=O)n21
  CBFb-RUNX1 inh: 9.8%

> CC(=O)OCCN1C(=O)c2c(C)nc3ccc(S(=O)(=O)N4CCOCC4)cc3c2C1=O
  CBFb-RUNX1 inh: 11.3%

> CC[C@H](C)[C@H](NC(=O)[C@H](CCC(=O)O)NC(=O)[C@H](C)NC(=O)[C@@H](NC(=O)[C@H](Cc1cnc[nH]1)NC(=O)[C@@H](NC(=O)[C@H](CCC(=O)O)NC(=O)[C@H](C)NC(=O)[C@@H](NC(=O)[C@H](CC(C)C)NC(=O)[C@H](Cc1cnc[nH]1)NC(=O)[C@H](Cc1cnc[nH]1)NC(=O)[C@H](CC(C)C)NC(=O)[C@H](Cc1c[nH]c2ccccc12)NC(=O)[C@H](Cc1ccccc1)NC(=O)[C@H](CCCNC(=N)N)NC(=O)[C@H](CCCNC(=N)N)NC(=O)[C@H](CCCNC(=N)N)NC(=O)[C@H](CC(C)C)NC(=O)[C@H](CC(=O)O)NC(=O)[C@H](CCC(N)=O)NC(=O)[C@@H](NC(=O)[C@H](CO)NC(=O)[C@H](CCCCN)NC(=O)CNC(=O)[C@H](CCCCN)NC(=O)[C@H](CC(=O)O)NC(=O)[C@H](Cc1cnc[nH]1)NC(=O)[C@H](CC(C)C)NC(=O)[C@H](CC(C)C)NC(=O)[C@H](CCC(N)=O)NC(=O)[C@@H](NC(=O)[C@H](CCC(=O)O)NC(=O)[C@H](CO)NC(=O)[C@@H](NC(=O)[C@H](C)N)C(C)C)[C@@H](C)CC)[C@@H](C)CC)[C@@H](C)CC)[C@@H](C)CC)[C@@H](C)O)C(=O)O
  CBFb-RUNX1 inh: 3.9%

> CC(C)C[C@H](NC(=O)[C@H](CCCCN)NC(=O)[C@H](CCCNC(=N)N)NC(=O)[C@H](C)NC(=O)[C@H](CO)NC(=O)[C@H](CCCCN)NC(=O)[C@H](CCCNC(=N)N)NC(=O)[C@H](C)NC(=O)CNC(=O)[C@@H](NC(=O)[C@H](Cc1ccccc1)NC(=O)CNC(=O)CNC(=O)[C@@H](N)Cc1ccccc1)[C@@H](C)O)C(=O)N[C@@H](C)C(=O)N[C@@H](CC(N)=O)C(=O)N[C@@H](CCC(N)=O)C(=O)O
  CBFb-RUNX1 inh: 10.0%

> COc1ccc(SCC(Cc2ccccc2)N2CCN(CCc3ccccc3)CCC2=O)cc1 (centres undefined)
  CBFb-RUNX1 inh: 4.1%

> CC(C)c1cc(C(C)C)c(S(=O)(=O)Nc2cccc3cccnc23)c(C(C)C)c1
  CBFb-RUNX1 inh: 17.4%

> CCCC/C=C/[C@H](c1ccccc1)[C@H](CO)Cc1ccccc1
  CBFb-RUNX1 inh: 22.9%

> COc1ccc(C2/C=C\CN(S(=O)(=O)c3ccc(C)cc3)C(Cc3ccccc3)C(=O)N2Cc2ccc(F)cc2)cc1 (centres undefined)
  CBFb-RUNX1 inh: 12.5%

> COCCNC(=O)C1(C(F)(F)F)C/C(=C\CCO)CCCO1 (centres undefined)
  CBFb-RUNX1 inh: -13.9%

> CC[C@H](NC(=O)[C@H](CCCN=C(N)N)NC(=O)[C@H](Cc1c[nH]c2ccccc12)NC(=O)[C@@H](N)CS)C(=O)N[C@@H](CCCN=C(N)N)C(=O)N[C@@H](Cc1ccc(O)cc1)C(N)=O
  CBFb-RUNX1 inh: -0.1%

> C[C@H](Cc1nc2c(cnn2-c2ccccc2Cl)c(=O)[nH]1)C(F)(F)F
  CBFb-RUNX1 inh: 10.4%

> O=C(Nc1ccc([N+](=O)[O-])cc1O)Nc1ccccc1Br
  CBFb-RUNX1 inh: ?

Random excerpt: two entries already listed, in no set order.
> Cc1cc(O)c(C)c2sc(N)nc12
  CBFb-RUNX1 inh: 7.1%

> CCCCCCCC/C=C/CCCCCCCC(=O)NCCOP(=O)(O)O
  CBFb-RUNX1 inh: -18.7%

The list goes on.
> CSCC[C@H](NC(=O)[C@H](CC(C)C)NC(=O)[C@@H]1CCCN1C(=O)[C@H](Cc1ccccc1)NC(=O)[C@H](Cc1ccccc1)NC(=O)[C@H](CCC(N)=O)NC(=O)[C@H](CCC(N)=O)NC(=O)[C@@H]1CCCN1C(=O)[C@H](CCCCN)NC(=O)[C@@H]1CCCN1C(=O)[C@@H](N)CCCN=C(N)N)C(N)=O
  CBFb-RUNX1 inh: 8.5%

> CC(C)CC1OC(=O)C2=CCCCC21 (centres undefined)
  CBFb-RUNX1 inh: 13.5%

> O=c1cc(-c2ccccc2)oc2cc(O)ccc12
  CBFb-RUNX1 inh: 3.1%

> O=P1(O)OP(=O)(O)OP(=O)(O)O1.[Al]
  CBFb-RUNX1 inh: ?

> CCCC/C=C/[C@H](c1ccccc1)[C@H](CO)Cc1cccnc1
  CBFb-RUNX1 inh: 19.4%

> N=C(N)SCCN=C(N)N
  CBFb-RUNX1 inh: 13.2%

> CN(C)C(=O)Nc1ccc(Oc2ccc(Cl)cc2)cc1
  CBFb-RUNX1 inh: 17.7%

> O=C(O)[C@H](Cc1c[nH]c2ccccc12)N1C(=O)C2=CCCC=C2C1=O
  CBFb-RUNX1 inh: 2.0%

> CC1CC=CC2C1C(=O)N(Cc1ccccc1)C2c1ccc(-c2ccc(F)cc2)cc1F (centres undefined)
  CBFb-RUNX1 inh: ?

> CC(C)C[C@H](NC(=O)[C@H](C)NC(=O)CNC(=O)[C@H](CCCCN)NC(=O)[C@H](CCCN=C(N)N)NC(=O)[C@H](C)NC(=O)[C@H](Cc1ccccc1)NC(=O)[C@@H](N)CCCN=C(N)N)C(=O)N[C@@H](CCCN=C(N)N)C(=O)N[C@@H](CCC(N)=O)C(=O)N[C@@H](CCCCN)C(=O)N[C@@H](CC(N)=O)C(=O)N[C@H](C(N)=O)C(C)C
  CBFb-RUNX1 inh: ?

> CN(C)c1ccc(-c2c(C3C4C=CCCC4(C)C(=O)N3Cc3ccccc3)ccc3ccccc23)cc1 (centres undefined)
  CBFb-RUNX1 inh: 2.8%

> Cc1ccc2nsnc2c1S(=O)(=O)Nc1cccc2cccnc12
  CBFb-RUNX1 inh: -26.2%

> CCOC(=O)CN(Cc1cc(OC)cc(N(C)C)c1OC)C(=O)C1CC(CO[Si](C)(C)C(C)(C)C)=CN1C(=O)OC(C)(C)C (centres undefined)
  CBFb-RUNX1 inh: 7.8%

> COc1ccc(-c2ccc(C3C4C=CCCC4(C)C(=O)N3Cc3ccccc3)c(F)c2)cc1OC (centres undefined)
  CBFb-RUNX1 inh: -5.3%

> CCCN1CCC(=O)N(C(CSc2ccc(C)cc2)CC(C)C)CC1 (centres undefined)
  CBFb-RUNX1 inh: 27.4%

> CCOc1ccccc1-c1nnc2n1N=C(c1cc(OC)cc(OC)c1)CS2
  CBFb-RUNX1 inh: -2.6%

> COC(=O)C1=C[C@@H](C(=O)OC)C2C3=C(C(=O)[C@@]2(C)NC(=O)c2ccccc2)[C@H](C)[C@@H]2C(=O)NC(=O)[C@@H]2[C@@H]3C1 (some centres undefined)
  CBFb-RUNX1 inh: -0.1%

> CCOC(=O)N1CCN(/[N+]([O-])=N/Oc2ccc([N+](=O)[O-])cc2[N+](=O)[O-])C(C)C1 (centres undefined)
  CBFb-RUNX1 inh: -0.1%

> COc1ccc(CNS(=O)(=O)c2ccc(C)cc2)cc1
  CBFb-RUNX1 inh: 10.0%

> O=C1/C(=C\c2ccc(O)c(O)c2)Oc2cc(O)ccc21
  CBFb-RUNX1 inh: ?

> C[C@H]1[C@H](C)CC[C@]2(C=O)CC[C@]3(C)C(=CC[C@@H]4[C@@]5(C)C[C@@H](O)[C@H](O)[C@@](C)(CO)[C@@H]5CC[C@]43C)[C@H]12
  CBFb-RUNX1 inh: 13.1%

> CC[C@H](C)[C@H](NC(=O)[C@H](Cc1ccc(O)cc1)NC(=O)[C@H](Cc1cnc[nH]1)NC(=O)[C@H](CCCNC(=N)N)NC(=O)[C@H](CC(C)C)NC(=O)[C@H](C)NC(=O)[C@H](CO)NC(=O)[C@H](Cc1ccc(O)cc1)NC(=O)[C@H](Cc1ccc(O)cc1)NC(=O)[C@H](CCCNC(=N)N)NC(=O)[C@H](C)NC(=O)[C@H](CC(C)C)NC(=O)[C@H](CC(=O)O)NC(=O)[C@H](CCC(=O)O)NC(=O)[C@H](C)NC(=O)[C@@H]1CCCN1C(=O)[C@H](C)NC(=O)[C@H](CC(=O)O)NC(=O)[C@H](CCC(=O)O)NC(=O)CNC(=O)[C@@H]1CCCN1C(=O)[C@H](CC(N)=O)NC(=O)[C@H](CC(=O)O)NC(=O)[C@@H]1CCCN1C(=O)[C@H](CCCCN)NC(=O)[C@@H](N)CO)C(=O)N[C@@H](CC(N)=O)C(=O)N[C@@H](CC(C)C)C(=O)N[C@H](C(=O)N[C@H](C(=O)N[C@@H](CCCNC(=N)N)C(=O)N[C@@H](CCC(N)=O)C(=O)N[C@@H](CCCNC(=N)N)C(=O)N[C@@H](Cc1ccc(O)cc1)C(N)=O)[C@@H](C)O)[C@@H](C)CC
  CBFb-RUNX1 inh: 1.5%

> CC(C)C[C@H](NC(=O)[C@H](CO)NC(=O)[C@H](C)NC(=O)[C@H](CCCN=C(N)N)NC(=O)[C@H](CCCN=C(N)N)NC(=O)[C@@H](N)CC(C)C)C(=O)NCC(=O)O
  CBFb-RUNX1 inh: 8.9%

> CC1CC=CC2C1C(=O)N(Cc1ccccc1)C2c1ccc(F)c(Br)c1 (centres undefined)
  CBFb-RUNX1 inh: ?

> Brc1c(Br)c(Br)c2[nH]cnc2c1Br
  CBFb-RUNX1 inh: 2.4%

Shown with the structure last: 4 of the compounds above.
CBFb-RUNX1 inh	structure
?	O=C1/C(=C\c2ccc(O)c(O)c2)Oc2cc(O)ccc21
19.4%	CCCC/C=C/[C@H](c1ccccc1)[C@H](CO)Cc1cccnc1
8.9%	CC(C)C[C@H](NC(=O)[C@H](CO)NC(=O)[C@H](C)NC(=O)[C@H](CCCN=C(N)N)NC(=O)[C@H](CCCN=C(N)N)NC(=O)[C@@H](N)CC(C)C)C(=O)NCC(=O)O
27.4%	CCCN1CCC(=O)N(C(CSc2ccc(C)cc2)CC(C)C)CC1 (centres undefined)

Continued:
| mol | CBFb-RUNX1 inh |
| --- | --- |
| OC[C@@H]1O[C@H](O)[C@H](O)[C@@H](O)[C@@H]1O | -29.6% |
| CC(=O)OCC(NC(=O)C(C)NC(=O)OC(C)(C)C)C1OC(n2ccc(=O)[nH]c2=O)C(OC(C)=O)C1OC(C)=O (centres undefined) | 13.3% |
| CC(C)(C)OC(=O)N1C2C=CC1C1=COCCN1C2=O (centres undefined) | 16.2% |
| C[C@H](N)C(=O)N[C@@H](CO)C(=O)N[C@H](C(=O)N[C@H](C(=O)N[C@H](C(=O)N[C@@H](CC(N)=O)C(=O)N[C@@H](Cc1ccc(O)cc1)C(=O)N[C@H](C(=O)O)[C@@H](C)O)[C@@H](C)O)[C@@H](C)O)[C@@H](C)O | 3.0% |
| CCCCN(CC)c1nc(C)nc2c1c(C)c(C)n2-c1c(C)cc(C)cc1C | 14.2% |
| N#Cc1sc(=O)[nH]c1Cl | 9.9% |
| Cc1ccc(-c2cc(C3C4C=CCCC4(C)C(=O)N3Cc3ccccc3)ccc2F)cc1 (centres undefined) | 7.1% |
